GlmU inhibition: inhibition of mycobacterial GlmU enzyme – biochemical, glucosamine-1-phosphate acetyltransferase (AID 1376) | Bifunctional protein GlmU (Mycobacterium tuberculosis (strain ATCC 25618 / H37Rv)) | M. tuberculosis GlmU acetyltransferase enzyme assay; higher % means a stronger effect | inhibition, %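 (tested at 30 µM in the primary screen)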; hits with a dose series show IC50 in µM | actives 0.25% (n = 220,000); in the data active means inhibition above about 13%; inconclusive means no clear call, values can overlap the other calls;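 further: 0% = complete reaction with vehicle and 100% = reaction without substrate; strong numbers were not always called active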
RmlCD inh 1536: M. tuberculosis RmlC/RmlD coupled enzyme inhibitors, primary screen, biochemical, compound mixtures, 384-well, from 1536-well plates | inhibition, % at 3.6 µM | RmlC+RmlD coupled enzyme assay, percent inhibition; primary screen in compound mixtures | dTDP-4-dehydrorhamnose reductase (Mycobacterium tuberculosis (strain ATCC 25618 / H37Rv)) … | actives 0.03% (n = 160,000); in the data active means inhibition mostly above about 34%, no sharp cut-off; inconclusive means no clear call, values can overlap the other calls; inactive means mostly below about 22%; further: some results filed as inactive read as strong as hits
Target sequence (P9WH09 whole entry, looked up): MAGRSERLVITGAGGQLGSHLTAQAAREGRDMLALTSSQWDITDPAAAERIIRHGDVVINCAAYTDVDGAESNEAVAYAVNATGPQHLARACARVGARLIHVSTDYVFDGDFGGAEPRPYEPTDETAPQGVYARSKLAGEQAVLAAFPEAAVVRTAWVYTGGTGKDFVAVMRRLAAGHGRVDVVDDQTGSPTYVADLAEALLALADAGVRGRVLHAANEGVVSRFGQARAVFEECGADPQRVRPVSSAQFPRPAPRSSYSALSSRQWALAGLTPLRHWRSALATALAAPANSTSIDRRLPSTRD
Target sequence (P9WH11 whole entry, looked up): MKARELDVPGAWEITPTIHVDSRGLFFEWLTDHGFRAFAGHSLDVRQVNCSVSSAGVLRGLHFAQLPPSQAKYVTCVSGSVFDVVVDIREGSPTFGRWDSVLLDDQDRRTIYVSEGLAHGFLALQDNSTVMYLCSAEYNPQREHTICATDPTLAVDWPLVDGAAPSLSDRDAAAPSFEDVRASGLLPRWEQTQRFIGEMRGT
The depositor's hits bear a star; ? = inconclusive; nt = no result given.

Values run as follows: GlmU inhibition | RmlCD inh 1536
O=C(C1CCC(=O)N1Cc1ccccc1Cl)N1CCN(c2cccc(Cl)c2)CC1 (configuration not stated)
  10% | 8
CC(C(=O)NCc1ccccc1)N1C(=O)CN(C)C(=O)c2ccccc21 (configuration not stated)
  2.6% | -1
N=C(N)c1ccc(OCCCCCOc2ccc(C(=N)N)cc2)cc1
  -8.7% | nt
CCOC(=O)c1sc(=NC(=O)c2ccc(S(=O)(=O)N(C)c3ccccc3)cc2)n(C)c1C
  -3.1% | 3
O=C(c1ccc(-n2cnnn2)cc1)N(C1CCCCC1)C1CCCCC1
  1.0% | -12
CCc1c(C)nc2[nH]nc(-c3ccccc3)n2c1=O
  -3.6% | -1
CCN1C(=O)/C(=C/c2c(C)nn(C)c2C)SC1=S
  -0.6% | 10
Cc1nc(N2CCN(Cc3ccccc3)CC2)nc2c1C(=O)CCC2
  nt | 1
Cc1ccc(OCCN2C(=O)CSC2=O)cc1
  -5.0% | 8
CCN(CC)S(=O)(=O)c1ccc(C(=O)Nc2nnc(NC(=S)Nc3ccccc3)s2)cc1
  12% | 7
C=CCOc1ccc(C(=O)N(Cc2ccc(N(C)C)cc2)C2CCS(=O)(=O)C2)cc1 (configuration not stated)
  1.5% | 36
Clc1cccc(CN2CCN(c3nc4nonc4nc3NC3CC3)CC2)c1
  -3.2% | 0
CC(C)CCN1CCN(Cc2cnc(N3CCCC3)s2)CC1CCO (configuration not stated)
  0.8% | nt
CC(=O)c1cn(C)c(=O)[nH]c1=O
  -7.1% | -8
N#Cc1ccc(C23CC4(C2)[C@H](CN(Cc2cccnc2)[C@@H]4c2ccccc2)C3c2ccccc2)cc1 (some centres not stated)
  1.4% | 5
CC(=O)OC(C(=O)N1CCN(c2ccc(F)cc2)CC1)c1ccccc1 (configuration not stated)
  1.9% | nt
CSc1nnc(NC(=O)c2cc(=O)c3cc(C)cc(C)c3o2)s1
  6.3% | nt
CCN1C(=O)/C(=C/c2cnn(C)c2C)SC1=S
  -3.4% | nt
COc1cc(-c2c(C#N)c(N)nc3c2c(C)nn3-c2ccc(C)c(C)c2)cc(OC)c1OC
  -5.6% | 22
COc1ccc2c(c1)CC(C)C/C2=N\NC(=O)c1ccco1 (configuration not stated)
  3.7% | -5
COc1ccccc1C1C2=C(CC(C)(C)CC2=O)Nc2nnnn21 (configuration not stated)
  5.6% | -7
COc1ccc(OCc2nnc(SCC(=O)NNC(=O)c3ccc(C)cc3)n2C)cc1
  0.3% | nt
COc1ccc(OC)c(-c2csc(NC(=O)CSc3ccc(Br)cc3)n2)c1
  -0.3% | -8
C=CC[n+]1c(-c2ccc(OC)cc2)csc1NNC(=O)Nc1ccccc1
  -3.7% | nt
COc1cc(NC(=O)c2ccc(Cl)cc2)c(OC)cc1NC(=O)CN1CCOCC1
  7.3% | 9
CNc1nc(C)nc(-c2ccccc2O)n1
  nt | -1
CCOC(=O)C1=C(Cn2cnc3ccccc32)NC(=O)NC1c1cc(C)ccc1C (configuration not stated)
  2.6% | nt
COc1ccc(CN(Cc2ccccn2)S(=O)(=O)c2ccc(-n3cnnn3)c(OC)c2)cc1
  1.9% | -9
CC1CCC(NC(=O)c2cc3c(s2)CS(=O)(=O)C3)CC1 (configuration not stated)
  -4.2% | -4
O=C(Nc1ccc2c(c1)CCC2)c1cnn2c1NC(c1ccco1)CC2C(F)(F)F (configuration not stated)
  -0.6% | -4
O=C(CSc1ncnc2c1oc1ccccc12)Nc1cccc(Cl)c1
  -1.1% | 7
CCN(CC)c1nc(N)nc(N(c2ccccc2)c2ccccc2)n1
  8.4% | 9
Cc1ccc(N2CCN(C(=O)NC3CCCCC3)CC2C)cc1 (configuration not stated)
  -4.5% | 9
CN(C)S(=O)(=O)c1ccc(N2CCCC2)c(C(=O)NCc2cccc(C(F)(F)F)c2)c1
  2.6% | nt
CN(C)/C=C1/C(=O)NC(=O)N(CCNc2ncc(C(F)(F)F)cc2Cl)C1=O
  4.8% | nt
O=C(C1CCCCC1)N1CCN(c2nc(-c3ccc(F)cc3)cs2)CC1
  3.1% | 12
COc1ccc(CN2CCN(C(=O)c3ccc(-c4ccccc4)cc3)CC2)c(OC)c1OC
  0.5% | 5
N#Cc1c(N2CCCCC2)nc(N2CCCCC2)c2c1CCN(Cc1ccccc1)C2
  7.6% | 10
Cc1cc(C)n(-c2ccc(Cl)c(C(=O)O)n2)n1
  0.8% | nt
CCN1C(=O)C(CC(=O)Nc2ccc(OC)cc2)N(CCCN2CCN(c3ccc(OC)cc3)CC2)C1=S (configuration not stated)
  8.3% | ?
O=c1c2ccccc2nnn1CSc1nnc(-c2cccc(S(=O)(=O)N3CCCCC3)c2)o1
  4.4% | nt
CCOC(=O)c1[nH]cnc1C(=O)Nc1ccccc1OC
  -4.4% | 11
O=C(/C=C/c1ccncc1)c1cc(Cl)ccc1O
  0.0% | nt
N#CCCn1nc(Cc2cccc3ccccc23)c(C#N)c1N
  -5.6% | nt
CCc1ccc(NC(=O)CC2NCCNC2=O)cc1 (configuration not stated)
  -1.9% | 12
O=C(CN1CCN(c2ccccc2)CC1)Nc1scc2c1c(=O)oc1ccccc12
  -0.6% | -8
C=CCOc1ccc(/C=C2\N=C(C)OC2=O)cc1OC
  2.6% | 9
CCOc1cc(/C=N/Nc2nc(=O)[nH]nc2C)ccc1O
  -6.8% | 6
Cn1c(=O)c2c(nc(SCC(=O)NCc3ccc4c(c3)OCO4)n2Cc2ccc(F)cc2)n(C)c1=O
  -5.5% | -15
CCOc1cccc2c1OC1(C)CC2NC(=O)N1c1cccc(Cl)c1 (configuration not stated)
  -2.5% | -13

Continued.
Values run as follows: GlmU inhibition | RmlCD inh 1536
Cc1cc2cc(C)c3nnc(SCC(=O)N4CCc5ccccc54)n3c2cc1C
  -0.8% | -10
COc1ccc(-n2ncc3c(N4CCCc5ccccc54)ncnc32)cc1
  nt | 3
O=C(Nc1cccnc1)c1cc(-c2ccccc2)on1
  6.8% | nt
CN(C)Cc1cc(C(C)(C)C)c(O)c(C(C)(C)C)c1
  -1.2% | 11
Cc1ccc2c(CC(=O)OC(C)C(=O)Nc3ncc(Cl)cc3Cl)coc2c1 (configuration not stated)
  -0.8% | 3
COC(=O)C1=C(C(=O)OC)[C@@H]2N(C)c3ccccc3[C@@]23C[C@@H](CO)N(C(=O)C2CCC2)C3=N1
  2.1% | nt
COc1cccc(N2CCN(CC(=O)NC3=Nc4ccccc4N=C(C)C3c3ccccc3)CC2)c1 (configuration not stated)
  3.2% | -9
O=C(O)CCCNc1c(C(=O)Nc2ccc(Cl)cc2)cc([N+](=O)[O-])cc1[N+](=O)[O-]
  -1.7% | -15
Cc1cc2nc3c(c(=O)n2[nH]1)CCCC3
  0.1% | -1
Cc1nn(Cc2ccc(F)cc2)c(Cl)c1/C=N/NC(=O)c1ccccc1
  8.5% | -9
CCn1c(=N)n(CC(O)COc2cccc(C)c2)c2ccccc21 (configuration not stated)
  6.5% | nt
COc1ccc(C(=O)c2cc([N+](=O)[O-])ccc2N2CCCC2)cc1
  3.1% | -12
COc1ccccc1CNC(=O)CN(c1cccc([N+](=O)[O-])c1)S(C)(=O)=O
  -3.7% | 0
COc1ccc(OC)c(CNC(=O)Cc2c(C(=O)O)[nH]c3ccccc23)c1
  -1.1% | -8
CC(C)Oc1cccc(C(=O)C2CCCN(Cc3cccn3-c3cccnc3)C2)c1 (configuration not stated)
  3.6% | 3
O=C(Nc1ccc(N2CCOCC2)c(Cl)c1)c1cccnc1
  0.6% | 6
Cc1ccc(NC(=S)NNC(=S)NC2CCCCC2)cc1
  -5.1% | 9
Cc1ccc(C)c(C(=O)O/N=C(\N)c2ccc(Br)cc2)c1
  -3.1% | nt
N#Cc1c(N)c(C(=O)c2ccc(Cl)cc2)n2c1CCC2
  -1.2% | 0
Cc1occc1C(=O)NNC(=O)C1CCCCC1
  -2.2% | 5
COc1ccc(-n2c(O)c(C(C)=NCCc3c[nH]c4ccccc34)c(=O)[nH]c2=O)cc1
  1.0% | -3
O=C(N/N=C/c1ccc(OCc2ccccc2)cc1)c1ccncc1
  2.8% | nt
CCc1ccc(-c2nnn(Cc3nn[nH]n3)n2)cc1
  12% | nt
CCOc1cc(/C=C2\NC(=O)NC2=O)cc([N+](=O)[O-])c1O
  4.6% | -5
Fc1ccc(Cn2nnnc2CN2CCC(n3nnc4cc(C(F)(F)F)ccc43)CC2)cc1
  0.1% | nt
Cc1nn(CCC(=O)NNC(=S)Nc2ccc(F)cc2)c(C)c1Br
  3.2% | -12
CS(=O)(=O)N(CC(=O)N1CCN(c2ccccc2)CC1)c1ccc(Cl)c(C(F)(F)F)c1
  2.2% | -5
C=CCn1c(-c2ccc(OC)c(OC)c2)n[nH]c1=S
  -1.6% | 9
O=C(O)c1ccc(-n2cccn2)nc1
  2.0% | 4
COc1ccc(CCN(C)CCc2ccc(OC)c(OC)c2)cc1OC
  5.0% | nt

Compound profiles, from the list above. Order of values: GlmU inhibition	RmlCD inh 1536
Results for CCOC(=O)c1sc(=NC(=O)c2ccc(S(=O)(=O)N(C)c3ccccc3)cc2)n(C)c1C : -3.1%	3
Results for CN(C)S(=O)(=O)c1ccc(N2CCCC2)c(C(=O)NCc2cccc(C(F)(F)F)c2)c1 : 2.6%	nt
Results for N#Cc1c(N2CCCCC2)nc(N2CCCCC2)c2c1CCN(Cc1ccccc1)C2 : 7.6%	10
Results for CC(=O)c1cn(C)c(=O)[nH]c1=O : -7.1%	-8
Results for COc1ccccc1CNC(=O)CN(c1cccc([N+](=O)[O-])c1)S(C)(=O)=O : -3.7%	0

Further records
Values run as follows: GlmU inhibition | RmlCD inh 1536
CCOC(=O)CSc1nc(C2CC2)nc2ccccc12
  1.9% | -6
COc1cccc(CNC(=O)C(C(=O)NCc2cccc(OC)c2)c2ncc(C(F)(F)F)cc2Cl)c1
  4.0% | 1
CC(C)(C)NC(=O)CSc1nc(-c2ccccc2)cc(=O)[nH]1
  -5.3% | 1
CCN(CC)C(=O)C(C)N(C#N)c1nc(Cl)nc(N(C)C)n1 (configuration not stated)
  -0.2% | 27
O=C(NC1CCCCC1)N(C1=NCCCCC1)c1ccc(Br)cc1
  1.3% | -5
CCOC(=O)c1ccc(CC(=O)c2ccc(O)cc2O)o1
  -1.4% | nt
CCOc1ccc(C(=O)NCC(=O)OCc2ccc(F)cc2Cl)cc1
  1.1% | -14
COc1ccc(C2CC(C(F)(F)F)n3nc(C(=O)O)cc3N2)cc1 (configuration not stated)
  -4.7% | 6
CS(=O)(=O)N(Cc1ccc(Cl)cc1)c1ccc(C(=O)NCCSc2ccccn2)cc1
  0.5% | nt
Cc1cccc(-c2noc(CCCC(=O)Nc3ccc(C(N)=O)cc3)n2)c1
  -2.0% | 0
CCN1/C(=C/C(C)=C/c2sc3ccccc3[n+]2CC)Sc2ccccc21
  -0.7% | 1
O=C(/C=C/c1ccc2c(c1)OCO2)Nc1c(C(=O)O)[nH]c2ccccc12
  3.8% | 9
Cc1ccc(C(=O)N/C(=C/c2ccc(-c3cccc([N+](=O)[O-])c3)o2)C(=O)NC(C)(C)C)cc1
  -5.0% | 17
FC(F)(F)c1cccc(Cc2noc(CN3CCC(c4ccncc4)CC3)n2)c1
  3.8% | nt
c1cncc(Oc2cccc(Oc3cccnc3)c2)c1
  40% | nt
CCc1nc(NCCO)c(C#N)c2c1CCCC2
  2.3% | 1
O=C(NCc1ccco1)c1ccc(C(=O)NCc2ccco2)s1
  4.3% | -8
N=c1c(S(=O)(=O)c2ccccc2)cc2c(=O)n3ccccc3nc2n1CC1CCCO1 (configuration not stated)
  -5.8% | nt
CCn1c(SCC(=O)NC(=O)NC(C)(C)C)nc2ccccc21
  -3.1% | 8
CCOc1ccccc1NC(=O)COC(=O)c1cc(C(=O)OC)cc([N+](=O)[O-])c1
  -2.9% | nt
COc1cc(NC(=O)Cc2ccccc2)ccc1NC(=O)c1ccco1
  -0.4% | 7
Nc1nnc(Cc2ccc(Cl)cc2)s1
  3.7% | 10
Cc1cc(N2C(=O)C3CCCN3C2c2sccc2C)no1 (configuration not stated)
  -0.5% | -1
CC(C)(C)OC(=O)N1CCC[C@H]1C(=O)N/N=C/c1ccc2ncccc2c1
  0.6% | -9
O=C(c1ccc(Cl)c(S(=O)(=O)N2CCCC2)c1)N1CCN(c2ccccc2F)CC1
  2.1% | nt
COCOc1ccc(C2CC(=O)c3c(OCOC)cc(OCOC)cc3O2)cc1 (configuration not stated)
  1.9% | nt
Cc1ccsc1C(=O)OCC(=O)NC1CCS(=O)(=O)C1 (configuration not stated)
  0.9% | 9
O=C(c1cc(-c2ccccn2)nc2c(Cl)cccc12)N1CCN(C(=O)C2CCCO2)CC1 (configuration not stated)
  -1.4% | 8
O=C(CCNc1ccc(F)cc1)c1ccco1
  -1.5% | nt
CCc1nc(SCC(=O)Nc2c(C)n(C)n(-c3ccccc3)c2=O)n[nH]1
  6.8% | 43
O=C(CSc1nnc(-c2ccncc2)o1)c1ccc2c(c1)OCCO2
  -3.1% | 8
O=C(COc1ccc(S(=O)(=O)N2CCOCC2)cc1)Nc1ccccc1C(F)(F)F
  3.3% | nt

Only part of the results is shown, so the mix of outcomes need not match the whole.
